High-throughput results (PubChem BioAssay)
Efflux pump mplx – inhibitors of Candida efflux pumps in yeast, primary screen, S. cerevisiae, Nile Red, multiplex; 0.44% of 330,000 active; inhibition, % at 10 µM; S. cerevisiae Candida pump triplex; AID 485275, 2010;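 active means plate passing quality check with inhibition over a set limit, or well fluorescence over plate mean plus 4 SD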;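 further: Nile Red retained in pooled yeast measured as flow cytometry median fluorescence; 0% = buffer negative control and 100% = Enniatin B positive control; higher means more Nile Red kept so more efflux inhibition; some compounds called inactive have numbers as strong as hits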
PP5 primary – PP5 phosphatase inhibitors, primary screen, biochemical, fluorescence | Serine/threonine-protein phosphatase 5 (Homo sapiens), P53041 | purified PP5c, OMFP substrate fluorescence | inhibition, % at 6.7 µM | 0.18% of 320,000 active | AID 1987, 2009;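 active means inhibition above the campaign's mean inhibition across all tested compounds plus 3 SD, cut at about 9.5% in these data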;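 further: 0% = DMSO only and 100% = 100 µM cantharidin control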
proCasp7 act – procaspase-7 activators, primary screen, counter-screen for procaspase-3 activator project, biochemical, absorbance, HTS, human; Caspase-7 (Homo sapiens), P55210; recombinant procaspase-7, Ac-DEVD-pNA absorbance 405 nm; D23A/D198A/D206A triple mutant, cannot self-cleave; scale: DMSO 0, 5 µM enzyme 100; activation, % at 8.5 µM; 0.093% of 330,000 active;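 active means percent activation above the screen-wide mean plus 3 SD, cut at about 25% in these data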
Target sequence (P55210 whole entry D23A/D198A/D206A): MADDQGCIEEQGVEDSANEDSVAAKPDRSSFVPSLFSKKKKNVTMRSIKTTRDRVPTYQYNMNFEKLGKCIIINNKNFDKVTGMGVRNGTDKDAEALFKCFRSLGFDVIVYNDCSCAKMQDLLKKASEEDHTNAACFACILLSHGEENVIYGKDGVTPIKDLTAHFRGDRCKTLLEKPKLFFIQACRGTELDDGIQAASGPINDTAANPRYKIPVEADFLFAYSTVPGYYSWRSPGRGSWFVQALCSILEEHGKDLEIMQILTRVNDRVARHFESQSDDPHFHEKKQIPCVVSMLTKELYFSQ
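buffer or medium = Zinc-free HEPES/NaCl buffer, pH 7.4 | material = Procaspase-7 triple mutant (PC-7 D3A) | input = 2 µM procaspase-7 mutant as dispensed | signal = Epi-absorbance of released pNA at 405 nm, two timepoints | timing = 1 h preincubation, 2 h reaction | replicates = singlicate compound testing | evaluation = % activation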
GASC-1 inh – inhibitors of GASC-1 histone demethylase, primary screen, biochemical, fluorescence, DELFIA europium; Lysine-specific demethylase 4C (Homo sapiens), Q9H3R0; GST-JMJD2C(1-420) H3K9me3 demethylation; inhibition, % at 2.35 µM; 0.069% of 330,000 active; AID 2099, 2009;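 active means more than half of a compound's replicate wells show inhibition beyond 50%, single wells judged on their own value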;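 further: signal counts dimethyl H3K9 product captured on neutravidin plate; 0% = median of DMSO wells and 100% = 0.3 times that DMSO median; strong numbers were not always called active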
procasp3 activ – activators of human procaspase-3 D3A mutant, primary screen, biochemical, absorbance, PC-3 D3A mutant, single concentration | Caspase-3 (Homo sapiens), P42574 | recombinant procaspase-3 D3A, Ac-DEVD-pNA absorbance 405 nm | activation, % at 8.5 µM | 0.11% of 330,000 active;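 active means activation above the mean of all tested compounds plus 3 SD, cut at about 21% in these data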;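 further: 0% = DMSO alone and 100% = DMSO wells spiked with extra 5 µM PC-3 D3A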
Target sequence (P42574 whole entry D9A/D28A/D175A): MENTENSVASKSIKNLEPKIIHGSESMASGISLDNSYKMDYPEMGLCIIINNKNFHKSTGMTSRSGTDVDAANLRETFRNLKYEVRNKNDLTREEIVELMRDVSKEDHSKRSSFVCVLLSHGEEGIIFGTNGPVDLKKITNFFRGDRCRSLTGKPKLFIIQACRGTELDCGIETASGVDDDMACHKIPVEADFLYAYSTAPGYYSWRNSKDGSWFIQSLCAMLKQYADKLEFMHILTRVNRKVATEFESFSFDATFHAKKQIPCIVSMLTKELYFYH
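Assay system – Procaspase-3 D3A mutant, all three cleavage aspartates alanine · Controls – DMSO-only low control, 5 µM PC-3 D3A high control · Schedule – 1 h compound preincubation, 2 h substrate hydrolysis at 25 °C · Signal – 405 nm absorbance of p-nitroaniline, reads at 0 and 120 min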
TPT1 inhibitor – Candida albicans TPT1 enzyme inhibitors, primary screen, biochemical, fluorescence polarization. recombinant caTPT1, FP RNA substrate dephosphorylation. 0.81% of 300,000 active. tRNA 2'-phosphotransferase TPT1 (Candida albicans SC5314). inhibition, % at 5 µM. AID 1962, 2009;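 active means inhibition above the mean of all tested compounds plus 3 SD, set per screening campaign, cut at about 24% in these data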;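 further: plate controls were DMSO alone for no effect and ferristatin control at 100 nM for full effect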
core dimer inh – inhibitors of HCV core protein dimerization, primary screen, biochemical, TR-FRET, high-throughput | inhibition, % at 5 µM | AID 1899, 2009 | TR-FRET GST/Flag-core106 dimerization, 1536-well | 0.33% of 300,000 active;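 active means inhibition above the mean of all tested compounds plus 3 SD, set per screening campaign, cut at about 45% in these data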
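System: GST-tagged and Flag-tagged HCV core protein residues 1-106 / Input: core106 proteins, GST 13.5 nM and Flag 17 nM / Buffer or medium: KF-containing HEPES buffer, pH 7.45, DTT, CHAPS, BSA / Probe or stimulus: Eu-anti-GST and XL665-anti-Flag labelled anti-tag antibodies / Schedule: 4 h, 22.5 °C incubation / Technique: TR-FRET 671 and 617 nm emission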
PP1 counter – PP1-alpha phosphatase inhibitors, primary screen, counter-screen for PP5 inhibitor project, biochemical, fluorescence, OMFP substrate, single point. purified PP1alpha. Serine/threonine-protein phosphatase PP1-alpha catalytic subunit (Homo sapiens), P62136. inhibition, % at 6.7 µM. 0.9% of 320,000 active;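 active means inhibition above the mean inhibition of all tested compounds plus 3 SD, computed separately for each screening campaign, cut at about 15% in these data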
Target sequence (P62136 whole entry, looked up): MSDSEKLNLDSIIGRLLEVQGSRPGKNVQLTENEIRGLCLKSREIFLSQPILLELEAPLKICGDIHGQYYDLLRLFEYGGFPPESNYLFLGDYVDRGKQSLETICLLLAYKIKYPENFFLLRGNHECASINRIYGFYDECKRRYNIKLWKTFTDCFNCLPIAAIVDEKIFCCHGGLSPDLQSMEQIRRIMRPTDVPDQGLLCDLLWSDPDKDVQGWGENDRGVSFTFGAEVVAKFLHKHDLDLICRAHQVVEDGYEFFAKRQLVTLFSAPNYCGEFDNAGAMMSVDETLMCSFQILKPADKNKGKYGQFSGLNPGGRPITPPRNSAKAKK
CTSL1 counter – Fasciola hepatica cathepsin L1 inhibitors, primary screen, counter-screen for PFM18AAP inhibitor project, biochemical, QFRET, fluorogenic peptide substrate. recombinant F. hepatica cathepsin L1, Z-Leu-Arg-MCA fluorescence. inhibition, % at 5.96 µM. 0.49% of 300,000 active;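 active means inhibition above the mean of all tested compounds plus 3 SD, set per screening campaign, cut at about 17% in these data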;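 further: 0% = plate median of test compound wells and 100% = 1 µM Z-Phe-Ala-diazomethylketone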
An asterisk follows results filed as active; nt = no result given.

Start of the listing, in advance:
SMILES	Efflux pump mplx	PP5 primary	proCasp7 act	GASC-1 inh	procasp3 activ	TPT1 inhibitor	core dimer inh	PP1 counter	CTSL1 counter
CN(CC(=O)N1CCOCC1)C(=O)CSc1nc2ccccc2s1	-0.1	-1.8	-7	-4	-1	-2	-2	0	-3
N#C/C(=C/Nc1ccccc1C(=O)O)C(N)=O	0.0	-1.1	8	-1	-5	-1	1	3	4
CN(C)CCCNCCCNC(=O)/C(=N\O)c1ccccc1	0.0	0.1	4	17	-10	-2	-9	-4	-3
CCCCCn1c(N2CCOCC2)nc2c1c(=O)n(CC(N)=O)c(=O)n2C	-0.1	-1.5	2	-16	5	-3	-1	0	0
COc1ccc(OCC(=O)Sc2ccc(C)cc2)cc1	0.1	2.1	-6	7	-5	-4	5	-1	-7
O=C(Nc1ccc(S(=O)(=O)N2CCOCC2)cc1)c1ccc(F)cc1	0.1	-0.6	0	-7	2	-1	0	1	3
O=C1c2ccccc2-c2cccc(NS(=O)(=O)c3ccc(C(F)(F)F)cc3)c21	-0.1	2.7	6	2	-1	42*	20	-2	3
CCOC(=O)C1(Cc2ccccc2)CCCN(C(=O)C=C(C)C)C1 (stereo unspecified)	0.0	-1.2	-5	22	2	-1	0	-1	5
CCOc1ccc(OCc2ccc(C(=O)NCC3CCCO3)o2)cc1 (stereo unspecified)	0.1	-1.4	-6	-4	6	-1	7	1	1
O=c1[nH]cccc1-c1nc2ccccc2n1Cc1ccc(F)cc1	-0.1	2.3	6	4	1	-2	-2	-3	0
CCOC(=O)c1c(-c2ccccc2)nnn1-c1nc(OC)nc(N2CCOCC2)n1	0.0	0.3	9	-4	2	-2	1	-3	0
O=C(NC1CCCCCC1)C(=O)NC1CC1	0.0	-0.2	-6	5	7	2	0	-5	0

The list itself, from the start:
SMILES	Efflux pump mplx	PP5 primary	proCasp7 act	GASC-1 inh	procasp3 activ	TPT1 inhibitor	core dimer inh	PP1 counter	CTSL1 counter
CN(CC(=O)N1CCOCC1)C(=O)CSc1nc2ccccc2s1	-0.1	-1.8	-7	-4	-1	-2	-2	0	-3
N#C/C(=C/Nc1ccccc1C(=O)O)C(N)=O	0.0	-1.1	8	-1	-5	-1	1	3	4
CN(C)CCCNCCCNC(=O)/C(=N\O)c1ccccc1	0.0	0.1	4	17	-10	-2	-9	-4	-3
CCCCCn1c(N2CCOCC2)nc2c1c(=O)n(CC(N)=O)c(=O)n2C	-0.1	-1.5	2	-16	5	-3	-1	0	0
COc1ccc(OCC(=O)Sc2ccc(C)cc2)cc1	0.1	2.1	-6	7	-5	-4	5	-1	-7
O=C(Nc1ccc(S(=O)(=O)N2CCOCC2)cc1)c1ccc(F)cc1	0.1	-0.6	0	-7	2	-1	0	1	3
O=C1c2ccccc2-c2cccc(NS(=O)(=O)c3ccc(C(F)(F)F)cc3)c21	-0.1	2.7	6	2	-1	42*	20	-2	3
CCOC(=O)C1(Cc2ccccc2)CCCN(C(=O)C=C(C)C)C1 (stereo unspecified)	0.0	-1.2	-5	22	2	-1	0	-1	5
CCOc1ccc(OCc2ccc(C(=O)NCC3CCCO3)o2)cc1 (stereo unspecified)	0.1	-1.4	-6	-4	6	-1	7	1	1
O=c1[nH]cccc1-c1nc2ccccc2n1Cc1ccc(F)cc1	-0.1	2.3	6	4	1	-2	-2	-3	0
CCOC(=O)c1c(-c2ccccc2)nnn1-c1nc(OC)nc(N2CCOCC2)n1	0.0	0.3	9	-4	2	-2	1	-3	0
O=C(NC1CCCCCC1)C(=O)NC1CC1	0.0	-0.2	-6	5	7	2	0	-5	0
Cc1nnc(SCc2nnc(-c3ccccc3Br)o2)s1	0.1	-2.0	3	-7	-2	6	9	-1	1
CCCn1c(C2CCCN2c2nc(C)cs2)nc2cc(Cl)c(Cl)cc21 (stereo unspecified)	-0.1	4.1	10	-14	-2	-4	-5	3	0
CC(SCC(=O)NC(C)C1CC2CCC1C2)C(=O)O (stereo unspecified)	-0.1	-7.6	1	49	6	-3	-8	11	0
O=C(N/N=C/c1ccccc1C(=O)O)c1cccc(S(=O)(=O)N2CCOCC2)c1	-0.1	-0.7	5	2	-4	nt	nt	-2	nt
COc1ccccc1N1CCN(C2CC(=O)N(C)C2=O)CC1 (stereo unspecified)	-0.2	-2.2	-7	-4	0	-8	-1	-6	0
Cn1c(CCNC(=O)c2ccco2)nc2cc(NC(=O)c3ccco3)ccc21	0.0	0.8	4	5	-5	-2	0	-2	1
COc1cc(C(=S)N2CCCC2)ccc1OCc1ccc(C)cc1	-0.1	2.3	2	-12	-1	-4	-1	2	6
O=C(N/N=C/c1ccc(OC(=O)c2cccc(Br)c2)cc1)c1cccnc1	0.0	3.8	2	-27	-1	0	5	-1	0
COc1ccc(SCCC(=O)NCc2ccncc2)cc1	-0.1	0.9	4	0	0	-1	2	-4	0
Cc1cccc(OC(=O)c2ccncc2)c1C	0.2	1.3	10	6	0	0	0	-4	0
C#CCOCCOCCOCCNc1nc(N2CCN(C(=O)[C@H](CCCCN)n3cc([C@@H](N)C(C)CC)nn3)CC2)nc(N2CCN(C(=O)[C@H](CCCCN)n3cc([C@@H](N)CC(C)C)nn3)CC2)n1 (stereo partly specified)	0.2	2.0	-14	13	3	2	-8	0	0
CN(C)C(=O)CSc1nnc2sc3ccccc3n12	-0.1	2.0	-20	-5	-3	-8	-7	2	-2
CC1(C)C2CCC(C2)C1(C)NC(=O)CN1CCN(Cc2ccccc2)CC1 (stereo unspecified)	0.7	3.6	0	9	-3	1	0	3	1
Cc1cccc(NC(=O)N[C@@H](C)C(=O)O)c1	-0.1	-8.2	-10	-10	2	-5	0	4	11
Cc1ccc(NS(=O)(=O)c2cc([N+](=O)[O-])ccc2NNC(=S)Nc2cccc(Cl)c2)c(C)c1	0.0	8.3	-33	23	-26	36*	13	26*	2
O=C(Nc1cc(Cl)cc(Cl)c1)C1CC(=O)N(C2CCCC2)C1 (stereo unspecified)	0.0	2.6	0	133	5	-2	1	-5	-2
COc1cc(C2Nn3c(nnc3-c3ccccc3OC)S2)ccc1O (stereo unspecified)	0.0	1.8	-5	3	-10	-2	-2	-2	3
Cc1ccc(O)c(C(=O)/C=C/c2ccc3c(c2)OCCCO3)c1	-4.9	2.6	2	7	8	0	9	-3	0
COc1cc(/C=C/C(=O)OC2CC3CCC2(C)C3(C)C)ccc1O (stereo unspecified)	0.6	6.4	3	-7	10	1	-4	13	0
O=C(OC1CCOC1=O)c1ccc(Cl)c(S(=O)(=O)N2CCOCC2)c1 (stereo unspecified)	0.0	0.1	0	-4	6	nt	nt	0	nt
O=S(=O)(Nc1ccc(-c2ccc3nncn3n2)cc1)c1cc(F)ccc1F	0.0	-1.9	0	2	-1	2	2	-2	-2
O=C(O)c1cc(N2C(=O)CCC2=O)ccc1Cl	0.0	0.5	2	3	-4	1	-5	-3	6
CCC(C)NC(=O)c1cnn2c1NC(c1ccc3c(c1)OCO3)CC2C(F)(F)F (stereo unspecified)	-0.1	-1.5	-4	5	9	-4	-6	2	5
CCc1c(C)nc(SCC(=O)N2CCCCC2)[nH]c1=O	-0.1	1.8	8	-5	-1	-3	-2	-1	0
Cn1c(N2CCN(c3ccccn3)CC2)nc2c1c(=O)n(Cc1ccc(Cl)cc1)c(=O)n2C	0.1	1.5	-9	4	2	0	17	-3	0
CCOc1cc(CNCC(C)C)c(Cl)cc1OCC(=O)Nc1ccccc1	-0.1	-2.9	9	14	-1	-3	-3	-2	-2
O=c1cc(-c2ccccc2)c2c(O)cc(O)cc2o1	0.0	0.1	-10	1	0	-4	-12	0	1
N#CCCN1CCCN(CCC#N)CCN(CCC#N)CCCN(CCC#N)CC1	-0.1	1.1	1	14	2	-3	0	-2	-3
CC(C)(C)C1CCC(=NNS(=O)(=O)c2ccc(Br)cc2)CC1 (stereo unspecified)	-0.1	1.3	-1	1	1	4	-1	-1	-4
O=C(COC(=O)c1ccc(S(=O)(=O)N2CCCCC2)cc1)NCc1ccco1	1.6*	0.5	-13	3	-9	0	9	1	-3
Cc1ccc2c(c1)C1CN(C)CCC1N2C(=O)COc1ccc(N(C)S(=O)(=O)c2cccs2)cc1 (stereo unspecified)	0.1	1.2	-2	-3	2	-2	-1	1	-6
C/C(=N\NC(=O)C(C)n1nc(C)c([N+](=O)[O-])c1C)c1ccccc1O (stereo unspecified)	-0.1	0.4	8	18	6	0	-2	0	0
CC(C)CCn1c(SC(C)C(=O)NC2CC2)nc2ccccc2c1=O (stereo unspecified)	-0.1	0.1	9	-3	10	0	-1	-4	-3
COc1ccc(/C=C(\C#N)C(=O)OCC(=O)NCc2ccccc2)cc1	-0.2	-0.2	-3	-1	6	1	16	-2	-9
Cc1ccc(-n2c(SCC(=O)OC(C)C)nnc2-c2ccncc2)cc1	0.1	3.2	-4	-8	1	-6	4	0	-10
Cc1ccnc(N2CCN(c3cc(C)c(C#N)c4nc5ccccc5n34)CC2)c1	0.0	-1.7	-6	18	-1	0	3	0	8
Cc1cc2c(OCC(O)CNC3CCCCC3)cccc2[nH]1 (stereo unspecified)	0.2	1.7	-4	2	3	1	0	2	-2
CCOC(=O)c1cc(-c2ccccc2)sc1NC(=O)CC	0.0	-0.2	0	-4	0	-2	-14	2	5
CCOC(=O)NC(=O)COC(=O)c1ccc(O)cc1	-0.1	-0.7	-2	-9	-2	2	1	2	-4
C=CCn1c(O)c(/C=C2\C=NN=C2c2ccccc2)sc1=S	0.0	4.9	-1	10	2	0	0	3	3
Cc1ccc(-c2nn(C)c(=O)c3ccccc23)cc1CN1CCOCC1	-0.1	0.9	2	-6	-3	-2	-3	-3	3
